# eIF4E 4G PPI – eIF4E–eIF4G protein interaction inhibitors, primary screen, biochemical, uHTS, TR-FRET, eIF4GI fragment | inhibition, % at 21.7 µM | Eukaryotic translation initiation factor 4E (Mus musculus) + Eukaryotic translation … | 0.37% of 220,000 active | TR-FRET eIF4E-eIF4GI(517-606) binding, 2 h;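 active means inhibition above about 30%, limit read from the data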;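 further: 0% = full FRET control wells and 100% = background wells lacking eIF4GI fragment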
# TNF death inh – inhibitors of TNF-alpha triggered necroptosis, primary screen, cell-based, Jurkat FADD-/-, single concentration | Jurkat FADD-/- TNF necroptosis rescue, ATP luminescence, 24 h; 0 = TNF only, 100 = no-TNF cells | activation (protection from cell death), % at 10 µM | AID 463075, 2010 | 0.068% of 220,000 active;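 active means activation, meaning protection from cell death, of at least 50% relative to plate controls; inactive means activation below 50%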;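 further: necroptosis triggered by 40 ng/mL TNF-alpha added together with compound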
# Rad51 HR inh – human RAD51 strand exchange inhibitors, primary screen, biochemical, fluorescence; DNA repair protein RAD51 homolog 1 (Homo sapiens), Q06609; hRad51 DNA strand exchange, fluorescence dequenching; inhibition, % at 10 µM; 0.085% of 200,000 active;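 active means inhibition above 40% at the single screening dose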;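 further: 0% = DMSO control wells and 100% = blanks with heterologous ssDNA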
# Target sequence (Q06609 whole entry, looked up): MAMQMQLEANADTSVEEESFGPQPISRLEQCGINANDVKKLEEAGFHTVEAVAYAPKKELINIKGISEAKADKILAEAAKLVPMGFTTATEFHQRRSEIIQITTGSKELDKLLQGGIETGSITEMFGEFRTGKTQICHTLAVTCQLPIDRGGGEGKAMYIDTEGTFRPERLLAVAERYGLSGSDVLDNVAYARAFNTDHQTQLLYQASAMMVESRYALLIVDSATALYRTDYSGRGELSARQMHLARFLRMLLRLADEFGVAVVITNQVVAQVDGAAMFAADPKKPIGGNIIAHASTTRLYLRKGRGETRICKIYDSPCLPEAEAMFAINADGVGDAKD
#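 System: hRad51 filaments on single-stranded DNA; reagent: Fluorescein- and BHQ1-tagged 47-mer duplex; compound dosing: one concentration, 10 µM final; timing: filaments 15 min 37 °C, then compound 30 min; measured by: fluorescein emission 520 nm, excitation 485 nm; benchmarks: per-plate controls and blanks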
# Calpain2 inh – inhibitors of pig calpain II, primary screen, biochemical, fluorogenic peptide substrate, 1536-well; inhibition, % at 16 µM; 0.37% of 220,000 active; AID 1236, 2008; purified calpain II, 30 min;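 active means inhibition above about 50%, limit read from the data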
# Cl transport mod – KCC2 cotransporter modulators, thallium flux, primary screen, cell-based, HEK293 KCC2, FluoZin-2 fluorescence, MLSMR; Solute carrier family 12 member 5 (Homo sapiens), Q9H2X9; KCC2 cells, thallium flux FluoZin-2 fluorescence; B-score of Tl+ flux slope (higher = more flux/activation; lower = inhibition) at 10 µM; 2.2% of 190,000 active; AID 1456, 2008;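 active means thallium flux slope and its plate-corrected score both differing from the plate sample mean at a set confidence after two filtering rounds, in either direction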;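 further: slope of fluorescence scaled to starting intensity during 10 to 20 s after thallium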
# PERK inh – block of dimerizer-induced PERK translation repression, primary screen, PERK inhibitor project, CHO PERK-DD cells, SEAP luminescence, HTS; Eukaryotic translation initiation factor 2-alpha kinase 3 (Homo sapiens), Q9NZJ5; CHO PERK-DD fusion, SEAP luminescence translation reporter; inhibition, % at 5.6 µM; 0.17% of 220,000 active; AID 1416, 2008;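 active means inhibition above the mean inhibition of all tested compounds plus 3 SD, set separately per screening campaign, cut at about 2.9% in these data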;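 further: PERK kinase domain activated by AP20187 dimerizer at 100 nM; 0% = DMSO with dimerizer and 100% = rapamycin at 8.4 µM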
# zVAD death inh – inhibitors of zVAD-triggered necroptosis, primary screen, L929 cells. AID 1377, 2008. 0.38% of 220,000 active. viability rescue, % at 10 µM. L929 zVAD necroptosis rescue, ATP luminescence, 24 h; with zVAD 60 µM;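 active means activation, scaled between plate controls, above about 75%, limit read from the data; inactive means activation under that limit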;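 further: 0% = zVAD with DMSO and 100% = DMSO alone without zVAD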
# MDM2 E3 inh – MDM2-luciferase reporter signal enhancers, primary screen, MDM2 E3 ligase inhibitor project, cell-based, luminescence, 1536-well. E3 ubiquitin-protein ligase Mdm2 (Homo sapiens), Q00987. cell-based MDM2 ubiquitination luciferase reporter, 2 h; 0 = plate control, 100 = twice control, blank-subtracted. signal enhancement, % at 5 µM. 0.11% of 210,000 active. AID 1230, 2008;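 active means signal enhancement of 30% or more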;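 further: luminescence tracks abundance of the self-degrading MDM2-luciferase fusion protein; higher signal means inhibition of MDM2 E3 ligase activity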
# Target sequence (Q00987 whole entry, looked up, the tested form may be a part): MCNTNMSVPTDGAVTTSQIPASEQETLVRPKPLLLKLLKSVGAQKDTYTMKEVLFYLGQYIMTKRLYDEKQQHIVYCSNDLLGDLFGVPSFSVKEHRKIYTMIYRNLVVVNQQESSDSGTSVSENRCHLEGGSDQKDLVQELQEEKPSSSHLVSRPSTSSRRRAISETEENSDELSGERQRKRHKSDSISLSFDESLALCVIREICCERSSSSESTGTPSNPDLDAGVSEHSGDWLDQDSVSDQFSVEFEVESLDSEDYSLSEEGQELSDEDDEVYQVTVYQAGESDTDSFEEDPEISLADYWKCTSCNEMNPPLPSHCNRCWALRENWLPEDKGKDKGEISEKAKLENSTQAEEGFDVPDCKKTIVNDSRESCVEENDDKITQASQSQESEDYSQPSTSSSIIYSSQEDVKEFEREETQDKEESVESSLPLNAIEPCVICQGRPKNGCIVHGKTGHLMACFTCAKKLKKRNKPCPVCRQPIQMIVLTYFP
#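 Buffer or medium: Cells held in DMEM | Assay system: Stable mammalian line carrying autodegrading MDM2–luciferase fusion reporter | Quantity: 2000 cells/well | Times: 4 h settle plus 2 h compound, 37 °C | Doses: One concentration, 5 µM, with 0.2% DMSO | Technique: Luminescence with SteadyLite reagent, 15 min at room temperature | Benchmarks: Plate controls and plate blanks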
# EBV gp42 block – Epstein-Barr virus gp42 inhibitors, primary screen, biochemical, uHTS, fluorescence polarization. 0.42% of 220,000 active. Fluorescence polarization binding assay, mP read-out. inhibition, % (tested at 21.74 µM); in the data active means inhibition above about 50%
# Target sequence (Q1HVG2 whole entry, looked up): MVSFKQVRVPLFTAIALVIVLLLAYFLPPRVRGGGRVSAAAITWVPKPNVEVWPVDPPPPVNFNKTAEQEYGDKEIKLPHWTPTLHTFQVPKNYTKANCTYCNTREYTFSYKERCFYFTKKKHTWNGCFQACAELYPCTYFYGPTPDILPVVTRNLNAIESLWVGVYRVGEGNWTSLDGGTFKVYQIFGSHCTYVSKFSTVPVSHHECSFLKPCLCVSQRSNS
# Starred values were filed as active, the others as inactive; i = inactive; x = not tested or not shown; [ ] = another dose, or the depositor's remark.
structure,eIF4E 4G PPI,TNF death inh,Rad51 HR inh,Calpain2 inh,Cl transport mod,PERK inh,zVAD death inh,MDM2 E3 inh,EBV gp42 block
Cc1ccc(S(=O)(=O)N2CCCC(c3nnc4n3-c3ccccc3SC4)C2)cc1 (centres undefined),-3,-0.7,-3,-6,-2.2,-1.2,0.1,-6,-25
Cc1cc(N2CCN(c3ccccc3)CC2)nc(NCc2ccccc2)n1,-6,1.4,-6,-7,-0.12,-0.8,1.0,-3,-5
Cc1cc(Nc2c(C)n(C)n(-c3ccccc3)c2=O)n2c(nc3cc(F)c(F)cc32)c1C#N,-15,-1.2,-2,-43,0.37,0.7,-0.1,x,-10
N/C(=N\OC(=O)CCC1CCCC1)c1cccnc1,2,1.2,-4,13,0.2,1.4,0.2,-9,-9
CCOc1ccc(OCc2ccc(C(=O)Nc3cccc(C)n3)o2)cc1,-8,-0.7,-2,-39,0.03,0.6,-0.1,-18,-14
O=C(COC(=O)Cn1cnc2ccccc2c1=O)Nc1ccccc1Sc1ccc(Cl)cc1,-2[fluorescence artefact?],0.8,-2,16,-0.61,0.5,2.0,-9,4
O=C(Nc1ccccc1)N(C1=NCCCCS1)c1cccc2ccccc12,-1[fluorescence artefact?],-0.2,-7,-27,0.7,0.4,1.0,-13,-13
CCCCCCCCn1ccc(=N)cc1,-4,-14,1,-4,0.44,-0.4,1.1,-41,-11

# Compound profiles (already shown). Values in the order: eIF4E 4G PPI, TNF death inh, Rad51 HR inh, Calpain2 inh, Cl transport mod, PERK inh, zVAD death inh, MDM2 E3 inh, EBV gp42 block
# Profile of Cc1ccc(S(=O)(=O)N2CCCC(c3nnc4n3-c3ccccc3SC4)C2)cc1 (centres undefined) = -3, -0.7, -3, -6, -2.2, -1.2, 0.1, -6, -25
# Profile of Cc1cc(Nc2c(C)n(C)n(-c3ccccc3)c2=O)n2c(nc3cc(F)c(F)cc32)c1C#N = -15, -1.2, -2, -43, 0.37, 0.7, -0.1, x, -10
# Profile of Cc1cc(N2CCN(c3ccccc3)CC2)nc(NCc2ccccc2)n1 = -6, 1.4, -6, -7, -0.12, -0.8, 1.0, -3, -5
# Profile of CCCCCCCCn1ccc(=N)cc1 = -4, -14, 1, -4, 0.44, -0.4, 1.1, -41, -11
# Profile of CCOc1ccc(OCc2ccc(C(=O)Nc3cccc(C)n3)o2)cc1 = -8, -0.7, -2, -39, 0.03, 0.6, -0.1, -18, -14

# Going on with the list.
structure,eIF4E 4G PPI,TNF death inh,Rad51 HR inh,Calpain2 inh,Cl transport mod,PERK inh,zVAD death inh,MDM2 E3 inh,EBV gp42 block
CCCC1CCC(c2ccc(C(N)=O)cc2)CC1 (centres undefined),x,-1.3,4,x,1.3,-0.1,-0.4,-14,x
CN(C)CCN(Cc1cccs1)c1ccccn1,-1,1.4,-1,22,-0.48,0.1,0.2,x,-2
O=C(CCCSc1nc2ccccc2[nH]1)N1CCN(c2ccc([N+](=O)[O-])cc2)CC1,-12,1.0,0,19,-1.2,1.0,-1.1,-10,3
COC(=O)C1C(=O)C=C(Nc2ccc(F)cc2)CC1c1ccc(OC)cc1 (centres undefined),2,0.3,-1,-8,-1.4,-0.4,1.1,2,8
C/C(N)=C(/C#N)C(=O)CSc1ccc2c(c1)OCCO2,-6[fluorescence artefact?],-3.7,-1,0,0.64,1.3,0.0,-2,-12
C(=C\c1ccc(/C=C/c2ccccc2)nn1)/c1ccccc1,-2,4.0,-3,2,-0.35,0.3,0.2,-5,3
Cc1cccc(C(=O)Nc2ccccc2SCC(=O)Nc2ccc(C)c(Cl)c2)c1,1,1.8,0,-7,-1.3,0.8,1.3,3,-9
CCOc1ccc(-c2nnn(CC(=O)NCc3ccc(F)cc3)n2)cc1OCC,-15[fluorescence artefact?],-2.7,1,-63,-0.87,-0.1,-0.2,-11,-22
CC1(C)CC(=O)C2=C(C1)N(c1ccccc1)C(=O)CC2c1ccsc1 (centres undefined),5,0.5,1,-18,-0.036,-0.4,-1.3,-9,-11
NC(=O)c1ccc(C(F)(F)F)cn1,-2,-0.5,10,1,0.86,0.7,8.0,-12,14
CCN(CC)CCCn1c(C)cc2c(c1=O)C(c1ccccc1)C(C#N)=C(N)O2 (centres undefined),-3[fluorescence artefact?],1.5,-1,-20,-0.087,-0.3,-0.1,7,-19
O=C(c1ccccc1-c1ccccc1)N1CCCC1,-4,-0.4,6,-17,x,0.9,-1.2,-7,-4
O=C1Nc2ccccc2S/C1=C/Nc1cccc(Cl)c1,x,-0.6,2,-25,x,-0.3,0.1,-6,-12
Cc1cc(C)c(S(=O)(=O)N2CCN(C(=O)N(C)C)CC2)c(C)c1,-1,-0.2,10,-10,0.2,0.3,-0.7,-7,4
COc1cccc(-c2nc(N3CCN(C)CC3)c3ccccc3n2)c1O,8,-16,36,-8,-0.23,-2.3,2.4,-5,-1
CC(C)OCCCn1c(=NC(=O)c2ccncc2)c(C#N)cc2c(=O)n3ccccc3nc21,-6,-4.5,-2,i,x,0.9,-0.6,-1,44

# More records:
Structure | eIF4E 4G PPI | TNF death inh | Rad51 HR inh | Calpain2 inh | Cl transport mod | PERK inh | zVAD death inh | MDM2 E3 inh | EBV gp42 block
CCCN(CCC)CC(O)COc1ccc([N+](=O)[O-])cc1 (centres undefined) | -3 | -1.0 | -4 | 19 | 0.075 | 0.0 | 0.2 | -29 | 1
Cn1c(=O)[nH]c(=O)c2c1nc(Sc1ncccn1)n2CCCc1ccccc1 | 1[fluorescence artefact?] | -0.8 | -5 | -22 | x | 0.1 | 0.6 | -11 | -7
COc1cc(CN2CCC(C(=O)N3CCN(c4ccccc4F)CC3)CC2)cc(OC)c1OC | -6 | -1.3 | 4 | 18 | 1 | -2.1 | 0.1 | -12 | -2
COc1cccc(/C=C/C(=O)OCC(=O)NCc2ccco2)c1OC | 7 | 0.1 | 13 | -15 | -0.68 | 0.9 | 0.6 | 7 | 3
Cc1ccc2[nH]c(=O)c(CN(CCCO)C(C)c3nnnn3Cc3ccco3)cc2c1 (centres undefined) | -2 | 0.2 | -8 | -25 | 0.34 | 0.6 | 0.4 | 0 | -13
CCN(CC)CCOCCOC(=O)C(CC)(CC)c1ccccc1 | 2 | 2.6 | -2 | -20 | 0.36 | 0.0 | -0.6 | -8 | 4
CCOC(=O)/C=C(\C)Sc1cc(O)c2ccccc2c1O | 5 | -28 | 5 | 47 | -0.036 | -1.3 | 2.6 | -7 | -21
CCCCCC(=O)N1CCCC1 | -2 | 1.6 | -21 | 17 | 0.2 | 0.8 | 0.3 | -6 | 1
CCCc1nc(SCC(=O)N2CCN(c3ccccc3)CC2)c2c(=O)n(C)c(=O)n(C)c2n1 | -6 | -8.5 | x | -44 | 0.026 | 1.0 | -0.3 | -6 | -11
C=CCN(CC=C)S(=O)(=O)c1ccc2nsnc2c1 | 6[fluorescence artefact?] | 1.5 | 8 | -7 | -1.4 | 0.6 | 0.6 | -9 | -15
COc1cccc(N(CC(=O)NCc2cccnc2)S(C)(=O)=O)c1 | -8 | 0.7 | 7 | 18 | x | 1.6 | 1.8 | -16 | 14
COc1ccc(CC(=O)NNC(=O)COc2ccc3ccccc3c2)cc1 | 2 | 2.0 | 8 | -3 | 0.17 | 0.1 | -0.2 | -4 | -2
CS(=O)(=O)N1CCN(c2ccc(C(=O)N3CCOCC3)cc2[N+](=O)[O-])CC1 | 1 | 0.3 | 1 | -15 | 0.56 | 1.1 | 1.6 | -4 | -5
CCc1cccc(CC)c1NC(=O)CCCSc1nc2ccccc2s1 | 1[fluorescence artefact?] | 1.9 | -1 | 7 | -3.4 | -0.5 | 0.6 | -6 | -22
Cc1ccc(NC(=O)c2cc3cccc([N+](=O)[O-])c3[nH]2)cc1 | -1 | -0.3 | -18 | 19 | 0.3 | -0.7 | 2.4 | -18 | -1
COc1cccc(CC(=O)Nc2nc3ccccc3[nH]2)c1 | -8 | 1.4 | 6 | -16 | -1.2 | -0.2 | 2.5 | -15 | 1
Cc1cc(=O)c2ccc(Cl)cc2[nH]1 | -2 | 2.3 | -13 | -19 | 0.02 | 0.8 | 4.0 | x | 2
Cc1ccccc1N=C1NN=C(c2ccccc2F)CS1 | 2 | -0.7 | -16 | 21 | 3.3 | 0.7 | 0.8 | -15 | -1
COc1ccc(-c2cc(=O)[nH]c(=O)[nH]2)cc1 | -1 | 0.2 | 1 | -5 | 0.085 | -0.2 | -0.6 | -1 | -21
CCOC(=O)c1c(NC(=O)CSc2nncs2)sc(C)c1-c1ccccc1 | 5 | 2.6 | -1 | 31 | -0.4 | -1.0 | 1.6 | 3 | -26
CCOC(=O)/C(C#N)=C/c1ccc(N2CCCCC2)cc1 | -1 | 3.9 | -34 | 3 | -2 | 0.5 | 68 | -11 | -26
CC1CCN(C(=O)C(Cc2ccccc2)n2cccc2)CC1 (centres undefined) | 4 | -0.7 | 4 | 18 | -0.94 | 0.6 | 1.5 | -3 | -12
CCN(C)Cc1c(C(=O)N2CCc3ccccc3C2)nc2ccc(Cl)cn12 | 1 | 0.7 | -14 | -16 | x | -0.3 | -0.1 | -10 | 12
Cc1cccc(-n2c(SCC(=O)NC3CCCC3)nnc2-c2ccoc2C)c1 | -6 | -0.9 | 11 | -3 | -1.6 | -1.5 | -1.3 | x | -6
CC(C)C(=O)Nc1ccc(C(=O)NC2CCSC2=O)cc1 (centres undefined) | x | -2.5 | 2 | -15 | 0.39 | 1.0 | 0.3 | -16 | 22
CC1=C(C#N)C2(O)C(=O)c3ccccc3C2(O)N1 (centres undefined) | 5 | -2.0 | 13 | -25 | 0.57 | 1.1 | 2.0 | -12 | -18
COc1ccc(-c2cc(=O)c3ccccc3s2)cc1 | -13 | -5.4 | 1 | -46 | -2.2 | 0.4 | 74 | -32 | -1
COc1ccc(NC(=O)Cn2nc(C(F)(F)F)c3c2CCCC3)cc1OC | 2 | -2.5 | -5 | -5 | 0.5 | -0.8 | 0.2 | -13 | -7
CCOC(=O)Oc1ccc(C(=O)OCCCN(C)C)cc1OC | 20 | 1.1 | 15 | -1 | 0.28 | 1.5 | 0.2 | 7 | -26
CC(=O)N1CCCN(Cc2cn(-c3ccc(C)cc3)nc2-c2ccc(F)cc2)CC1 | 2 | 3.0 | 0 | -34 | 0.57 | -0.7 | 5.5 | 9 | 8
CC1CCN(C(c2ccc(N(C)C)cc2)c2nnnn2C(C)(C)C)CC1 (centres undefined) | -4[fluorescence artefact?] | 1.2 | 6 | 16 | 0.51 | 0.8 | -0.2 | -5 | -19

# Bioassay records as filed in PubChem BioAssay.
